Screens as filed in PubChem BioAssay.
SENP8 block-1: human SENP8 protease inhibitors, primary screen, biochemical, fluorescence, Nedd8 protein substrate, uHTS. recombinant SENP8. 360,000 compounds, 0.64% hits. Sentrin-specific protease 8 (Homo sapiens), Q96LD8. AID 602440, 2012. inhibition, % at 20 µM; in the data active means inhibition mostly above about 40%, no sharp cut-off; inactive means mostly below about 27%
SENP7 inh: SENP7 protease inhibitors, primary screen, biochemical, luminescence, uHTS; Sentrin-specific protease 7 (Homo sapiens), Q9BQF6; recombinant SENP7, Z-RLRGG-aminoluciferin luminescence, 40 min; inhibition, % at 5 µM; 330,000 compounds, 1.5% hits;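 active means inhibition above about 50% at the single test dose, limit read from the data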;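 further: plate controls were DMSO with enzyme for no effect and no enzyme buffer wells for full effect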
Target sequence (Q9BQF6 706-1050 limits assumed): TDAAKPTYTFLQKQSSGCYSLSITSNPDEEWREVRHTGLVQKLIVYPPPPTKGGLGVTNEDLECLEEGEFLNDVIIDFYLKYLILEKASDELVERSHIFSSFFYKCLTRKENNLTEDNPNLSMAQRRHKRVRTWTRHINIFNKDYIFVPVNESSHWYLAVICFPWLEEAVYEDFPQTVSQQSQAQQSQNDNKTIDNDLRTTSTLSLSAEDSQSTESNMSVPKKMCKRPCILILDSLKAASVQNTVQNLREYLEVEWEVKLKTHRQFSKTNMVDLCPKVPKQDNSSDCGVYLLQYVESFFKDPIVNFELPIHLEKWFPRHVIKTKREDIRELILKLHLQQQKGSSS
SENP1 FRET inh: human SENP1 catalytic domain inhibitors, primary screen, biochemical, FRET, uHTS; recombinant SENP1 catalytic domain, CyPet-SUMO1-YPet FRET cleavage; inhibition, % at 10 µM; AID 624204, 2012; 360,000 compounds, 0.21% hits; Sentrin-specific protease 1 (Homo sapiens), Q9P0U3;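 active means inhibition at least 30% at 10 µM, raw YFP signal under a set limit, fluorescence ratio 0.5 to 1.5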;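 further: 0% = enzyme with DMSO and 100% = no enzyme wells; some results filed as inactive read as strong as hits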
Target sequence (Q9P0U3 419-644 limits assumed): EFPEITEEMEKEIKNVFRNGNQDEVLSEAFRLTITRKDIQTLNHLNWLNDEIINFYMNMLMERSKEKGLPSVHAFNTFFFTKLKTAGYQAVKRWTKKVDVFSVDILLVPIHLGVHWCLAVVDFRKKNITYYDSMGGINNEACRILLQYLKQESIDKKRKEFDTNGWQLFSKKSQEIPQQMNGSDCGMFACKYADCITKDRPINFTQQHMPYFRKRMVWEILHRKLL
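Assay system: hSENP1 catalytic domain, recombinant. Amount: SENP1 enzyme, 20 pM final. Schedule: 50 min reaction, RT, dark. Technique: FRET, CFP and YFP emission. Control set: no-enzyme wells low, DMSO-plus-enzyme wells high control.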
PfGluPho inh: PfG6PD enzyme inhibitors, primary screen, biochemical, fluorescence intensity, uHTS | glucose-6-phosphate dehydrogenase-6-phosphogluconolactonase (Plasmodium falciparum 3D7) | 350,000 compounds, 0.78% hits | PfGluPho enzyme, NADPH resazurin-diaphorase fluorescence | inhibition, % at 20 µM;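 active means inhibition reaching at least a set limit at 20 µM in the primary screen, cut at about 59% in these data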;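 further: 0% = DMSO wells with substrate and 100% = DMSO wells lacking glucose-6-phosphate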
SENP6 inh: SENP6 protease inhibitors, primary screen, biochemical, luminescence, uHTS; Sentrin-specific protease 6 (Homo sapiens), Q9GZR1; Recombinant SENP6 catalytic domain, aminoluciferin luminescence; inhibition, % at 10 µM; 330,000 compounds, 1.8% hits;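 active means inhibition above about 50% at the single tested dose, limit read from the data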;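 further: plate controls were DMSO wells with enzyme for no effect and DMSO wells lacking enzyme for full effect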
Target sequence (Q9GZR1 628-1112 limits assumed): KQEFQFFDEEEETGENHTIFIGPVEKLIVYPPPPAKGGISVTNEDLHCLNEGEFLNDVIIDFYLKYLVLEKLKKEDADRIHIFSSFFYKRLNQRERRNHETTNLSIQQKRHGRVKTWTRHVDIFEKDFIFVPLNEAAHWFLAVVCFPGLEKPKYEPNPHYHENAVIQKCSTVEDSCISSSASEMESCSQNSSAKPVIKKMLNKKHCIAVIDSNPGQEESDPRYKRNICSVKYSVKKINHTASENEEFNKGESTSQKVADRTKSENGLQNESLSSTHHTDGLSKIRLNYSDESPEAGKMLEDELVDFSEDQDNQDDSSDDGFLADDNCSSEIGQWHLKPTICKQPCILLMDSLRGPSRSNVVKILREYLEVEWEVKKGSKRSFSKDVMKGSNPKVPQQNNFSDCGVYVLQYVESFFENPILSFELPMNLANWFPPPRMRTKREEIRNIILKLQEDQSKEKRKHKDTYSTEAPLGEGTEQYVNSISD
SENP8 block-2: SENP8 protease inhibitors, primary screen, biochemical, luminescence; AID 2540, 2010; purified SENP8, Z-RLRGG-aminoluciferin cleavage; Sentrin-specific protease 8 (Homo sapiens), Q96LD8; 330,000 compounds, 1.2% hits; inhibition, % at 10 µM; in the data active means inhibition above about 50%
HKDC1 inh: HKDC1 hexokinase inhibitors, primary screen, biochemical, fluorescence, uHTS | 340,000 compounds, 0.16% hits | inhibition, % at 20 µM | recombinant HKDC1, G6PDH/diaphorase resazurin coupled fluorescence | AID 493160, 2011 | Q2TB90;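 active means inhibition above about 35% when tested at 20 µM, limit read from the data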;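 further: plate controls were DMSO wells with enzyme for no effect and DMSO wells lacking enzyme for full effect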
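Assay system – recombinant HKDC1 (HK5) hexokinase enzyme, produced in-house · Input – HKDC1 at 5 µg/mL · Reagent – glucose plus 1 mM ATP as hexokinase substrates · Timing – 90 min reaction incubation at room temperature, dark · Measured by – G6PDH/diaphorase-coupled fluorescence, 1 mM NADP, 100 µM resazurin, 525/613 nm · Benchmarks – DMSO-enzyme wells negative, buffer-substituted wells positive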
Apaf-1 inh: inhibitors of human Apaf-1 apoptosome, primary screen, biochemical, DEVD-Rh110 fluorescence, uHTS. inhibition, % at 20 µM. AID 489030, 2010. reconstituted apoptosome caspase-3 activity. 330,000 compounds, 0.71% hits. Apoptotic protease-activating factor 1 (Homo sapiens), O14727; active means inhibition of at least 40% at 20 µM;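 further: plate controls were DMSO wells for no effect and DEVD-CHO caspase inhibitor wells for full effect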
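Assay system – apoptosome proteins · Medium – Hepes buffer, pH 7.5 · Also added – cytochrome c with DEVD-Rh110 · Timing – 30 min compound preincubation, 50 min activation, room temperature · Detection – Rh110 fluorescence, excitation 480 nm, emission 540 nm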
An asterisk follows results filed as active; i = inactive; nt = no result given.

SMILES	SENP8 block-1	SENP7 inh	SENP1 FRET inh	PfGluPho inh	SENP6 inh	SENP8 block-2	HKDC1 inh	Apaf-1 inh
Cc1ccc(S(=O)(=O)N2[C@@H](c3ccc(Cl)cc3)C(C(=O)O)=C[C@H]2CC2CCCC2)cc1	14	6	-1	-49	-7	5	10	13
COCCCC1CCN(Cc2nc(-c3ccccc3)no2)CC1	17	3	0	-6	17	9	2	-51
Cc1ccc(OCC(=O)Nc2sc3c(c2C#N)CCC3)cc1	8	1	-2	-10	-12	-15	-5	-3
COc1ccc(-c2[nH]c(-c3ccc(Cl)cc3)nc2SCC(=O)Nc2nccs2)cc1	-269	0	-7	30	-13	-3	-34	6
COc1cccc(C(=O)Nc2ccc(NC(=O)C(C)(C)C)cn2)c1	2	34	0	-1	46	6	-3	15
CC12C=CC(=O)C=C1CCC1C3CCC(O)(C(=O)CO)C3(C)CC(O)C12F (stereo not drawn)	18	nt	2	10	nt	nt	-6	nt
Cc1ccc(S(=O)(=O)N(CC(=O)O)Cc2ccccc2)cc1	14	-2	0	-12	-11	-6	-10	-9
CC(C)[C@H](NC(=O)NCc1ccc(F)cc1)C(=O)O	23	-3	2	7	-4	-2	-7	-11
COC(=O)c1ccccc1NC(=O)Cn1cnc2cc(C)c(C)cc21	0	-8	4	8	-25	-17	-6	4
CCn1nc(C)c(Br)c1Nc1ccc(Br)cc1	8	-2	1	-7	-5	-4	-8	0
CCNCCNC(=O)c1c(O)c2c([nH]c1=O)CCCC2	12	0	2	-2	-14	1	-2	-11
CC(=O)c1c(C)[n+]([O-])c2ccc3c(non3O)c12	10	-8	5	-10	-12	-13	-2	5
COc1ccc(C2(CNC(=O)c3cccc([N+](=O)[O-])c3)CCCCC2)cc1OC	13	5	0	44	-2	-3	-13	16
CC(C)(C)NC(=O)C(c1ccc(-c2ccccc2)cc1)N(C[C@H]1CC[C@@H]([C@@H]2CC[C@H](CO)O2)O1)C(=O)c1ccc(C(C)(C)C)cc1 (stereo partly drawn)	14	0	1	25	nt	nt	14	30
COc1ccc(NC(=O)C2CC(=O)NC(Nc3cccc(C)c3)=N2)cc1 (stereo not drawn)	11	8	0	-6	-15	0	-6	-11
CCOC(=O)c1ccc(NC(=S)NN2CCOCC2)cc1	9	12	2	-7	13	4	2	1
Nc1c(C(=O)N/N=C/c2ccc([N+](=O)[O-])cc2)sc2nnc(-c3ccccc3)c(-c3ccccc3)c12	nt	-4	nt	5	-6	9	-5	-31
C/C(=N/NS(=O)(=O)c1ccc(C(C)C)cc1)c1ccncc1	2	3	1	0	1	-14	2	7
CC(=O)c1ccccc1NC(=O)CCN1C(=O)C2CCCCC2C1=O (stereo not drawn)	-6	-3	1	-8	-7	-7	-2	-3
CCN1C(=O)/C(=C2\C=Cc3ccccc3N2CC)OC1=S	0	2	-44	7	-20	-8	-2	-11
C/C(=N\Nc1cc(C)nc(NCc2ccccc2)n1)c1cccc([N+](=O)[O-])c1	16	-11	-3	7	-16	-7	-3	3
O=C(CSc1ncccn1)Nn1cnnc1	7	-8	1	-5	9	-1	-7	-19
CSc1nc2n(n1)C(c1cccc(F)c1)C(C(=O)Nc1ccc(C)cc1C)=C(C)N2 (stereo not drawn)	15	8	-1	1	-5	4	-3	-7
COc1ccc2[nH]c(=O)c(CNc3ccccc3OC)cc2c1	-208	2	11	69*	6	8	21	51*
CCc1ccccc1SCc1noc(C(=O)NCC2CCCO2)c1C(=O)O (stereo not drawn)	15	1	1	-18	-4	7	5	1
COc1ccc(N2CC(C(=O)Nc3c4c(nn3-c3ccc(OC)cc3)CS(=O)(=O)C4)CC2=O)cc1 (stereo not drawn)	14	-4	0	-5	-21	-1	8	8
CCN1CCN(S(=O)(=O)c2ccc(Cl)c(C(=O)N(C)CC(=O)Nc3c(C)cccc3C)c2)CC1	15	nt	2	10	nt	nt	-5	nt
Cc1cccc2sc(NC(=O)C3c4ccccc4Oc4ccccc43)nc12	4	-6	0	8	-17	-6	18	21
O=C(O)C1CCN(S(=O)(=O)c2ccc(N3CCC(O)CC3)c([N+](=O)[O-])c2)CC1	8	0	2	-18	-13	-1	-6	-23
CCSc1nc2c(c(=O)n1Cc1ccccc1)SC(C)C2 (stereo not drawn)	14	8	3	-5	-2	-1	0	-10
Cc1cc(NC(=O)CSc2nnc(-c3ccncc3)n2C)n(-c2ccccc2)n1	8	-2	1	-4	1	-1	3	-8
NS(=O)(=O)c1ccc(NC(=O)C2CCCN(S(=O)(=O)c3ccc(F)cc3)C2)cc1 (stereo not drawn)	18	15	1	-2	-24	-8	-6	-4
NS(=O)(=O)c1ccc(CCNC(=O)COC(=O)C2CCC2)cc1	16	0	1	2	-14	-4	-1	5
CCCn1c2ccccc2c2nnc(SCC(=O)OC)nc21	-1	3	0	9	-9	1	-5	-4
CC1=NN=C(c2ccccc2)C(c2c[nH]c3ccccc23)N1O (stereo not drawn)	-34	1	-4	32	-6	2	3	-2
COc1cc(/C=C/C(=O)OC2CC3CCC2(C)C3(C)C)ccc1O (stereo not drawn)	-36	2	-41	24	-4	7	0	14
CN1CCN(c2ccc(NC(=S)NC(=O)c3cccc4c(Br)cccc34)cc2)CC1	27	9	2	-3	1	4	0	38
CCC(C)NC(=O)c1ccc(NC(=O)CC2SC(N3CCCC3)=NC2=O)cc1 (stereo not drawn)	8	-8	1	-23	-12	5	0	0
CC[C@H](C)[C@H](NC(=O)c1ccc(Cl)cc1)C(=O)OCC(=O)c1ccc2c(c1)NC(=O)CO2	1	-8	0	-19	-8	4	-7	4
Cc1ccc(C)c(NC(=O)CSc2nnc(-c3ccco3)o2)c1	32	6	1	-25	-5	3	-8	-13
CCOc1ccccc1-n1nnnc1SCC(=O)NC(=O)Nc1ccc2c(c1)OCCO2	18	7	0	11	2	5	-5	20
COc1ccc(Nc2n[nH]c(N)c2C(N)=O)cc1	11	5	-2	-14	-8	-3	0	-15
Cc1onc(-c2ccc(Cl)cc2Cl)c1-c1csc(N/N=C/c2ccccc2Cl)n1	-156	0	-14	-4	4	-7	0	3
Cc1ccc(CSc2[nH]c(=O)ncc2C)cc1	14	14	-1	-4	-11	-6	-3	2
Cc1ccc(CNS(=O)(=O)c2ccc3c(c2)C(C)(C)C(=O)N3C)cc1	-2	-6	2	15	-11	-8	-3	4
COc1ccc(S(=O)(=O)NCCc2ccccc2)c2cccnc12	-105	-4	1	-11	5	-4	-3	-1
COC(=O)C1=C(C)NC(=O)NC1c1c(O)ccc2ccccc12 (stereo not drawn)	-10	0	-32	12	11	5	9	-1
O=C(NCCc1ccccc1)c1nccc2ccccc12	12	0	2	4	-9	1	-1	6
O=C(O)Cc1ccc(NC(=O)Nc2ccc3c(c2)OCO3)cc1	0	3	1	-3	-5	-14	-4	1
O=C1[C@H]2CCCC[C@H]2C(=O)N1CCCCN1CCN(c2nsc3ccccc23)CC1	-42	7	1	-5	-8	-6	10	-8

Part of the list above with just PfGluPho inh and SENP8 block-2:
| smiles | PfGluPho inh | SENP8 block-2 |
| --- | --- | --- |
| Cc1ccc(CSc2[nH]c(=O)ncc2C)cc1 | -4 | -6 |
| Cc1ccc(CNS(=O)(=O)c2ccc3c(c2)C(C)(C)C(=O)N3C)cc1 | 15 | -8 |

(further entries)
SMILES	SENP8 block-1	SENP7 inh	SENP1 FRET inh	PfGluPho inh	SENP6 inh	SENP8 block-2	HKDC1 inh	Apaf-1 inh
CN(c1ccccc1)S(=O)(=O)c1cccc(NC(=O)c2ccc(=O)[nH]c2)c1	0	-3	-1	10	-19	-12	0	10
COc1ccc(NS(=O)(=O)c2ccc3c(c2)[C@H]2C=CC[C@H]2[C@@H](c2ccc(C(=O)O)cc2)N3)cc1	10	8	-44	-2	-14	-2	23	8
CC(=O)c1cc2c(cc1NC(=O)CCc1ccccc1)OCO2	i	2	2	44	-1	-1	-4	13
O=C(Nc1cc([N+](=O)[O-])ccc1C(=O)Nc1cccnc1)c1ccccc1	18	-2	2	6	-23	-9	3	-2
CCCCn1c(=O)[nH]c(=O)c2c1nc(-c1cc3c(cc1Br)OCO3)n2C	20	5	2	9	-8	4	3	-3
COc1ccc(OC(=O)C(C)N2C(=O)c3ccccc3C2=O)cc1 (stereo not drawn)	10	8	2	-18	5	-3	3	5
O=C(CS(=O)(=O)c1ccc(F)cc1)NCCS(=O)(=O)c1ccccc1	3	0	1	-15	-3	7	-3	-2
COC(=O)c1cc(COC(=O)c2cccnc2SC)oc1C	29	-3	2	2	-23	-11	1	9
CC(=O)c1cccc(S(=O)(=O)NC(C)C2CC3CCC2C3)c1 (stereo not drawn)	2	0	-2	2	-1	-7	-6	21
CCN(CC)S(=O)(=O)c1csc(C(=O)NCc2ccccc2)c1	22	5	1	-9	-3	5	2	-1
Cc1nc2ncnn2c(C)c1CCC(=O)N1CCN(C(=O)c2ccco2)CC1	9	2	0	0	-6	1	1	0
C1CC1C(=NN=C(C1CC1)C1CC1)C1CC1	20	nt	0	-15	nt	nt	-2	nt
Cc1c(/C=C/C(=O)c2ccccc2O)cnn1C	19	67*	2	-3	63*	35	8	-3
Cc1cc(C)c(NC(=S)NCCCSC2CCCCC2)c(C)c1	16	6	0	22	-5	5	3	2
COc1cccc(N2CCN(S(=O)(=O)c3ccc(-c4coc(C)n4)cc3)CC2)c1	-2	2	-1	4	2	7	2	8
C/C(=N\NC(=O)c1nc2ccccn2c1C)c1ccco1	-5	13	2	6	15	16	-12	-16
Cc1ccc(C(=O)N2CCCCC2C(=O)O)cc1S(=O)(=O)N1CCCCC1 (stereo not drawn)	11	7	0	-9	16	-5	-6	0
CCCNC(=O)c1cc(-c2ccc(OC)cc2)n(CCCOC)c1C	5	-1	1	-9	-7	-3	-8	-2
O=C(NCc1ccccc1)C(c1ccccc1)N(Cc1cccs1)C(=O)c1cnccn1 (stereo not drawn)	19	-2	0	4	11	-5	-4	-1
O=S1(=O)NC(CC2=CCCCC2)C2CCCCC2O1 (stereo not drawn)	14	6	2	-18	-14	4	3	8

Four compounds drawn at random from those above, as already listed:
SMILES	SENP8 block-1	SENP7 inh	SENP1 FRET inh	PfGluPho inh	SENP6 inh	SENP8 block-2	HKDC1 inh	Apaf-1 inh
Cc1nc2ncnn2c(C)c1CCC(=O)N1CCN(C(=O)c2ccco2)CC1	9	2	0	0	-6	1	1	0
Cc1c(/C=C/C(=O)c2ccccc2O)cnn1C	19	67*	2	-3	63*	35	8	-3
COc1cccc(N2CCN(S(=O)(=O)c3ccc(-c4coc(C)n4)cc3)CC2)c1	-2	2	-1	4	2	7	2	8
C1CC1C(=NN=C(C1CC1)C1CC1)C1CC1	20	nt	0	-15	nt	nt	-2	nt
